Compound activity (PubChem)
NTR1 ag: agonists of NTR1, primary screen, imaging, U2OS cells, beta-arrestin-GFP, high content (AID 493036); P30989; NTR1-U2OS beta-arrestin-GFP spot imaging, agonist mode; activation, % at 20 µM; 0.17% of 330,000 active;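 active = activation at or above 40% of the spot to cytoplasm intensity ratio, with at least 20 cells analyzed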;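 note: 0% = DMSO without peptide and 100% = 100 nM NTR1 peptide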
Target sequence (P30989 whole entry, looked up): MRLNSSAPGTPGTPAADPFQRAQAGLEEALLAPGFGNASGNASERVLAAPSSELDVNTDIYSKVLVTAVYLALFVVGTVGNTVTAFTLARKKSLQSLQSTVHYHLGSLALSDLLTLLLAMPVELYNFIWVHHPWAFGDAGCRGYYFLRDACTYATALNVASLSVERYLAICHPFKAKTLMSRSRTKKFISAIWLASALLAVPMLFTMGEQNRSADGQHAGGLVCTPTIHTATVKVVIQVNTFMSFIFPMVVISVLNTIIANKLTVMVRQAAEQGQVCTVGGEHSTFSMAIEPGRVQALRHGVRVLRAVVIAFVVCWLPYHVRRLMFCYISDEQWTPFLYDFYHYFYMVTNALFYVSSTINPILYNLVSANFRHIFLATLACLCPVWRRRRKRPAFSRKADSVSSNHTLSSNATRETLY
Lipid droplet: modulators of hepatic lipid droplet formation; AML12 mouse hepatocytes, oleate lipid droplets, BODIPY imaging; inhibition, % at 6.5 µM; 0.4% of 240,000 active;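 active = lipid droplet intensity inhibited by at least 50%, with more than 500 cells counted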
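Material: mouse AML12 hepatocyte cell line, fixed after treatment; Timing: compound with oleate, overnight; Technique: high-content imaging of BODIPY-stained droplets and DAPI nuclei; Probe or stimulus: oleate, 100 µM final; Dosing: compound at 6.5 µM only.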
LYP phosphatase: PTPN22 lymphoid phosphatase activity blockers – biochemical, fluorescence intensity, uHTS (AID 1779). one-dose inhibition, % at 11.5 µM; IC50 in µM for titrated hits. recombinant LYP phosphatase, fluorescence intensity; higher % means a stronger effect. 0.054% of 290,000 active; in the data active = inhibition above about 50%;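 note: plate controls were vehicle with enzyme for no effect and no enzyme for full effect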
T cell modulator: T cell immune modulators affecting CD8 T cell-vesicle binding | calls only at 7 µM | 2C CD8+ T cell-vesicle binding, flow cytometry; active compounds read low | 0.068% of 330,000 active;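 active = response, share of CD8 T cells binding vesicles, and their 90th percentile fluorescence all below set limits, cut at about 80% in these data, passing the limit was not always enough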
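Also added: QL9-peptide-loaded Drosophila micro-vesicles bearing Ld, ICAM-1 and B7-1; Test system: purified 2C TCR transgenic mouse naive CD8+ T cells; Measured by: cytometric PE anti-B7-1 and Alexa647 anti-CD8 signals after 1% paraformaldehyde fixation; Timing: binding step 1.5 h, 37 °C, antibody labelling 20 min, ice.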
Large T inhibition: SV40 large T antigen inhibitors, biochemical (AID 1903). SV40 large T antigen ATPase/helicase inhibition assay; higher % means a stronger effect. one-dose inhibition, % at 20 µM; IC50 in µM for titrated hits. 0.39% of 310,000 active; in the data active = a potency from the dose series; note: strong numbers were not always called active
MgcRacGAP inhibition: MgcRacGAP GTPase-activating activity inhibitors, confirmation, biochemical, ADP Hunter fluorescence; MgcRacGAP-stimulated Rac1 GTP hydrolysis, ADP Hunter fluorescence; higher % means a stronger effect; GST-tagged Rac1 F28L mutant substrate; inhibition, % at 30 µM, or IC50 in µM where a hit was titrated; 0.6% of 340,000 active; AID 624330;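 active = first-screen hits whose inhibition reached a set limit at any dose in the follow-up dose series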;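 note: fluorescence reports GDP produced by GAP-driven GTP hydrolysis; strong numbers were not always called active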
GPR55 activation: selective activators of receptor GPR55 – imaging, U2OS cells, beta-arrestin-GFP redistribution, primary screen (AID 1961); U2OS GPR55 beta-arrestin-GFP redistribution imaging; higher % means a stronger effect; one-dose activation, % at 10 µM; EC50 in µM for titrated hits; 0.048% of 290,000 active;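 active = activation above 40% with more than 50 cells counted in the well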;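 note: U2OS osteosarcoma cells stably expressing GPR55 and beta-arrestin-GFP; plate controls were DMSO negative control for no effect and LPI positive control for full effect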
GPR35 antagonists: inhibition of zaprinast-stimulated GPR35 beta-arrestin translocation – imaging, U2OS, beta-arrestin-GFP, zaprinast agonist, primary screen (AID 2058); U2OS GPR35 beta-arrestin-GFP translocation imaging, zaprinast antagonism; higher % means a stronger effect; inhibition, % at 10 µM, or IC50 in µM where a hit was titrated; 0.052% of 290,000 active;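 active = inhibition of at least 50% with at least 30 cells and total cytoplasm GFP at most 10,000,000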
GPR55 LPI antagonism: inhibition of LPI-stimulated GPR55 beta-arrestin translocation – imaging, U2OS, beta-arrestin-GFP, LPI agonist, primary screen (AID 2013) | U2OS GPR55 beta-arrestin-GFP translocation imaging, LPI antagonism; higher % means a stronger effect | one-dose inhibition, % at 10 µM; IC50 in µM for titrated hits | 0.13% of 290,000 active;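 active = spots per cell inhibited over 60%, with over 100 cells counted and total cytoplasm intensity under 500,000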;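 note: U2OS cells stably carrying GPR55 and arrestin-GFP stimulated by 5 µM LPI near EC80; imaged beta-arrestin-GFP aggregate spots per cell after agonist stimulation; plate controls were LPI-stimulated DMSO wells for no effect and DMSO wells without LPI for full effect; some results filed as inactive read as strong as hits; confirmed hits need IC50 under 10 µM and bright autofluorescent wells are also inconclusive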
Lipid droplet cells 6.5 µM: second read-out of Lipid droplet, no call of its own (marks repeat the call); cell count; measured here: cell count, cytotoxicity flag;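 cells counted across two imaged fields per well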
T cell modulator vesicle-bound %: also measured in T cell modulator; calls as there; double positive events, %; measured here: CD8+ vesicle-bound cell fraction;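 binding gate set so that unloaded-vesicle control wells show 10% double positive cells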
NTR1 ag cell count 20 µM: further read-out of NTR1 ag, marked with its call; cell count; measured here: cell count, cytotoxicity flag
The depositor's hits bear a star; i = inactive; . = no result given.

Each structure is followed by: NTR1 ag	NTR1 ag cell count 20 µM	Lipid droplet	Lipid droplet cells 6.5 µM	LYP phosphatase	T cell modulator	T cell modulator vesicle-bound %	Large T inhibition	MgcRacGAP inhibition	GPR55 activation	GPR35 antagonists	GPR55 LPI antagonism
CCOC(=O)N1CCN(C(=O)c2cccn3c(=O)c4cc(Cl)ccc4nc23)CC1
→ 2.4	46	.	.	1%	i	43	-3%	7%	0.5%	4%	10%
Cc1cccc2c(=O)c(C(=O)NCCc3ccccc3)c[nH]c12
→ 5.1	67	11	764	-10%	i	6	10%	9%	-0.1%	-7%	-9%
CCn1c(NC(=O)c2ccc(COc3ccc(C)cc3[N+](=O)[O-])o2)nc2ccccc21
→ 10	50	6	733	3%	i	58	0%	3%	-0.2%	-16%	8%
Cc1cc(-c2nnc(SCC(=O)NC3CC3)n2C(C)C)cs1
→ 0.5	71	-4	871	-4%	i	61	7%	7%	-0.1%	-12%	12%
O=C(NCCCN1CCOCC1)c1cc(-c2ccc(F)cc2)on1
→ 1.3	62	.	.	0%	i	44	14%	6%	0.2%	1%	5%
CSc1nccc(NC(=O)c2cccc(Br)c2)n1
→ -0.3	96	.	.	3%	i	41	15%	.	-0.2%	-2%	-12%
COC(=O)c1cccc(Cn2cc([N+](=O)[O-])cn2)c1
→ -0.2	32	-11	613	-2%	i	22	6%	.	0.6%	-3%	-8%
O=C(NCC1CC1)c1ccc2c3n(nc2c1)-c1ccccc1CO3
→ 6.3	85	.	.	-9%	i	49	8%	12%	-0.2%	-4%	-7%
CC(C)Oc1ccc(C(=O)NCCCNC(=O)c2cccnc2)cc1
→ 0.8	73	6	820	-8%	i	10	4%	6%	-0.1%	10%	4%
O=S(=O)(Nc1cccnc1)c1cccc(C(F)(F)F)c1
→ 0.0	61	-3	675	0%	i	39	5%	10%	-0.1%	-6%	-1%
CCCOc1ccc(-c2nnc(-c3ccncc3)o2)cc1
→ 2.2	54	.	.	0%	i	51	5%	9%	-0.3%	-1%	1%
CC(CC(=O)N(C)C1CCCCC1)S(=O)(=O)c1ccc2c(c1)NC(=O)CO2 (stereo not given)
→ -0.8	59	-34	748	-13%	i	19	-7%	9%	-0.1%	-3%	6%
COc1ccc(Cl)cc1S(=O)(=O)N(C)CC(=O)N1CCCC1
→ 0.4	55	.	.	-10%	i	59	10%	11%	0.5%	12%	4%
Nc1c(Cl)cc(C2=NCCn3c2c2ccc([N+](=O)[O-])cc2[n+]3[O-])cc1Cl
→ -0.8	86	.	.	.	i	33	19%	13%	.	.	.
COc1ccc(OC)c(NC(=O)c2cccc(Cn3cc(Br)c([N+](=O)[O-])n3)c2)c1
→ 3.6	31	-26	625	-1%	i	33	8%	11%	-0.2%	2%	12%
O=C(NNC(=O)c1cccnc1SCc1cccc([N+](=O)[O-])c1)c1cccnc1
→ 1.8	58	7	631	-11%	i	45	9%	6%	0.2%	-3%	-4%
CN(C)c1ccc2c(=O)[nH][nH]c(=O)c2c1
→ 1.4	85	-10	719	-2%	i	59	25%	13%	0.2%	-4%	13%
COCC(C)NS(=O)(=O)c1ccc(NC(=O)C(Cc2ccccc2)NC(N)=O)cc1 (stereo not given)
→ -1.4	87	.	.	-9%	i	61	6%	-1%	0.0%	-14%	1%
Cc1cccn2c(=O)nc(SCC(=O)NCc3ccc4c(c3)OCO4)nc12
→ 1.3	37	.	.	.	i	28	9%	7%	.	.	.
CCOCc1nnc(NC(C)=O)s1
→ 2.3	63	.	.	-9%	i	0	18%	-6%	0.4%	-1%	10%
CCc1ccc(C(=O)OCC(=O)NCCNC(=O)COC(=O)c2ccc(CC)cc2)cc1
→ 0.8	84	-1	769	-7%	i	18	4%	7%	-0.1%	0%	2%
CC(/C=N/NC(=O)c1ccco1)=C\c1ccccc1
→ -1.2	25	-25	713	2%	i	55	9%	3%	-0.4%	-6%	4%
O=C(C1=C(O)C(=O)N(CCN2CCOCC2)C1c1ccc([N+](=O)[O-])cc1)c1cccs1 (stereo not given)
→ 0.0	81	8	848	-6%	i	56	20%	1%	0.0%	3%	-4%
O=C(CSc1nnc(-c2ccncc2)n1CCc1ccccc1)N1CCCC1
→ 1.9	60	8	644	-3%	i	61	19%	.	-1.5%	-2%	6%
CCOC(=O)CCCCC(=O)c1[nH]c(=O)[nH]c1CN1CCOCC1
→ -0.3	44	9	657	-2%	i	34	5%	-2%	-0.1%	-3%	5%
CC(C)(C)c1ccc(C(=O)NCC(=O)OCC(=O)Nc2ccc3c(c2)OCCO3)cc1
→ 3.8	87	-10	306	-7%	i	46	8%	4%	-0.2%	-2%	5%
Cc1ccoc1C(=O)NCCNc1ccc(Cl)cc1[N+](=O)[O-]
→ -2.2	40	-44	750	-6%	i	54	12%	4%	0.6%	.	0%
COc1ccc(-c2sc3ccccc3c2C#CC2(O)CCCCC2)cc1
→ .	.	14	827	-5%	i	13	6%	8%	0.0%	41%	37%
COc1cccc(/C=N/NC(=O)c2ccc3nc[nH]c3c2)c1O
→ -0.2	53	-2	749	-6%	i	38	18%	16%	-0.1%	19%	2%
C=CCNC(=S)/C(=C(/[O-])c1ccccc1Br)[n+]1ccccc1
→ 0.1	55	9	691	-4%	i	40	6%	4%	-0.1%	4%	13%
O=S(=O)(c1ccc(S(=O)(=O)N2CCN3CCCC3C2)cc1)N1CCCC1 (stereo not given)
→ -0.3	36	16	675	-4%	i	20	9%	0%	-0.3%	-8%	3%
CSCCC(NC(=O)c1ccco1)C(=O)Nc1ccc(C)cn1 (stereo not given)
→ 0.6	47	.	.	.	i	16	21%	8%	.	.	.
Cc1cc(C)nc(SCc2cn3c(C)cccc3n2)n1
→ -0.2	51	-3	725	-9%	i	19	12%	.	-0.1%	-9%	-4%
O=C(NCC1CCCO1)c1cc2nc(-c3ccco3)cc(C(F)(F)Cl)n2n1 (stereo not given)
→ 0.7	55	12	745	-7%	i	8	-3%	5%	0.6%	9%	-5%
Cc1ccc(-n2c(SCC(=O)NCc3ccc4c(c3)OCO4)nnc2-c2cccnc2)c(C)c1
→ -0.8	50	.	.	-11%	.	.	6%	7%	-0.1%	2%	0%
CCn1c(=O)c([N+](=O)[O-])c(NCC2CCCO2)c2ccccc21 (stereo not given)
→ 1.2	27	-11	771	-7%	i	17	8%	14%	0.0%	-12%	8%
O=C1NC(=Nc2ccccc2)SC1Cc1ccccc1 (stereo not given)
→ 1.5	35	-5	562	-4%	i	55	12%	.	-0.1%	19%	5%
Cc1nc(SCC2(C)CC2(Cl)Cl)n[nH]1 (stereo not given)
→ 2.1	49	-4	693	-5%	i	51	-2%	10%	-0.3%	5%	3%
Cc1nn(CC(=O)NCCCc2ccccc2)c(=O)c2cccn12
→ -1.1	57	3	689	-15%	i	10	1%	10%	0.1%	0%	-10%
COc1cc(CCCN2CCNC[C@H]2Cc2ccc(O)cc2)cc(OC)c1OC
→ -2.0	52	.	.	.	i	60	13%	8%	.	.	.
CCOC(=O)/C=c1\s/c(=C\c2ccc(-c3ccccc3)cc2)c(=O)n1CC(=O)NCc1ccc2c(c1)OCO2
→ 0.6	46	4	713	-5%	i	28	-1%	3%	0.3%	-12%	-12%
COc1ccc(/C=N/NC(=O)c2ccncc2)c(C(=O)O)c1OC
→ -1.1	63	3	707	-4%	i	23	3%	6%	-0.3%	-4%	-2%
Cc1ccc(N2CN(S(=O)(=O)c3cccc([N+](=O)[O-])c3)c3nc4ccccc4nc32)cc1
→ 1.1	69	23	702	-6%	i	14	0%	0%	-0.2%	-4%	-11%
CC(C)(C)C(=O)NC(NC(=S)Nc1sc2c(c1C#N)CCCC2)C(Cl)(Cl)Cl (stereo not given)
→ 9.7	67	.	.	14%	i	51	4%	-4%	-0.1%	-11%	-20%
O=C1C2C3C=CC(C3)C2C(=O)N1c1cccc(N2C(=O)C3C4C=CC(C4)C3C2=O)n1 (stereo not given)
→ 1.0	56	-4	743	-2%	i	34	-1%	-2%	-0.1%	14%	4%
Cc1ccc(C(C(=O)NC(C)(C)C)N(C(=O)c2csnn2)c2ccccc2F)o1 (stereo not given)
→ -1.9	91	.	.	-4%	i	37	2%	6%	-0.1%	10%	1%
COc1cc(NC(=O)c2ccco2)c(OC)cc1NC(=O)Nc1ccccc1Cl
→ 1.7	49	82*	734*	1%	i	37	.	5%	-0.1%	0%	6%

In the list so far, these have an aryl methoxy group.
Each structure is followed by: NTR1 ag	NTR1 ag cell count 20 µM	Lipid droplet	Lipid droplet cells 6.5 µM	LYP phosphatase	T cell modulator	T cell modulator vesicle-bound %	Large T inhibition	MgcRacGAP inhibition	GPR55 activation	GPR35 antagonists	GPR55 LPI antagonism
COc1ccc(Cl)cc1S(=O)(=O)N(C)CC(=O)N1CCCC1
→ 0.4	55	.	.	-10%	i	59	10%	11%	0.5%	12%	4%
COc1ccc(OC)c(NC(=O)c2cccc(Cn3cc(Br)c([N+](=O)[O-])n3)c2)c1
→ 3.6	31	-26	625	-1%	i	33	8%	11%	-0.2%	2%	12%
COc1ccc(-c2sc3ccccc3c2C#CC2(O)CCCCC2)cc1
→ .	.	14	827	-5%	i	13	6%	8%	0.0%	41%	37%
COc1cccc(/C=N/NC(=O)c2ccc3nc[nH]c3c2)c1O
→ -0.2	53	-2	749	-6%	i	38	18%	16%	-0.1%	19%	2%
COc1cc(CCCN2CCNC[C@H]2Cc2ccc(O)cc2)cc(OC)c1OC
→ -2.0	52	.	.	.	i	60	13%	8%	.	.	.
COc1ccc(/C=N/NC(=O)c2ccncc2)c(C(=O)O)c1OC
→ -1.1	63	3	707	-4%	i	23	3%	6%	-0.3%	-4%	-2%
COc1cc(NC(=O)c2ccco2)c(OC)cc1NC(=O)Nc1ccccc1Cl
→ 1.7	49	82*	734*	1%	i	37	.	5%	-0.1%	0%	6%
